# HTR5A ag ctr – HTR5A agonism, opioid heterodimer counter-screen; HTR5A agonist assay, luminescence, cell-based; activation, % at 9.3 µM; hit rate 0.61% among 340,000; in the data active = activation mostly above about 9.5%, no sharp cut-off; inactive = mostly below about 7.6%;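 also: 0% = cells with vehicle only and 100% = reference agonist; strong numbers were not always called active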
# PvdQ acylase – P. aeruginosa PvdQ acylase inhibition. hit rate 0.063% among 340,000. AID 488965. inhibition, % at 10 µM. purified PvdQ acylase, fluorescence plate reader; in the data active = inhibition above about 30%, passing the limit was not always enough;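 also: 0% = vehicle neutral wells and 100% = reference inhibitor wells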
# SR-BI DiI inh – inhibitors of mouse SR-BI mediated HDL lipid uptake; ldlA[mSR-BI] CHO cells, DiI-HDL uptake fluorescence, 3 h; hit rate 0.96% among 320,000; inhibition, % at 12.5 µM; Q61009;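 active = mean replicate inhibition of at least 70% and a set share of replicates each scoring 70 or more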;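 also: 0% = median of neutral control wells and 100% = median of positive control wells; values of inactives mirror those of a sister screen read the other way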
# Target sequence (Q61009 whole entry, looked up): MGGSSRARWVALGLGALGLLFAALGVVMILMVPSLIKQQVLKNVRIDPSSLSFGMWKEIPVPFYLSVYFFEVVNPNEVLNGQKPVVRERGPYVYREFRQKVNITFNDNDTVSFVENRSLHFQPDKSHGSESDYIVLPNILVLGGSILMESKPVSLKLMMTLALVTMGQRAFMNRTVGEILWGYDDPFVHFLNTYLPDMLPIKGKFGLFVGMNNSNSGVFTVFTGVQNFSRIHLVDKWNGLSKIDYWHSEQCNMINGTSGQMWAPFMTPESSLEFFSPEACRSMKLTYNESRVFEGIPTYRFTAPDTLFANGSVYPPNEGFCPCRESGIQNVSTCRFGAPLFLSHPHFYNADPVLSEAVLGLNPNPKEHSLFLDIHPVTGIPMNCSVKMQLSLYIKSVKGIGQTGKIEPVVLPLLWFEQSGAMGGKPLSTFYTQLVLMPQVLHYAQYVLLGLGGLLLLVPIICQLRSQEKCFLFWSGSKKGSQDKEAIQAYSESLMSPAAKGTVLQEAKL
# Rtt109 HAT inh – inhibitors of Candida albicans Rtt109/Vps75 histone acetyltransferase | Q5AAJ8 | purified Rtt109/Vps75, ThioGlo CoA-SH fluorescence, 4 h | inhibition, % at 34.9 µM | hit rate 0.16% among 330,000;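 active = inhibition of at least 50% in every replicate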
# RTF Ca sens act – increases calcium sensitivity of human cardiac regulated thin filaments; P19429+P45379; IANBD-labeled TnC RTF fluorescence at EC20 calcium; 0% EC20 calcium, 100% full calcium; activation, % at 7.2 µM; hit rate 0.24% among 340,000; AID 493008;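 active = activation above the mean over all tested compounds plus 3 SD, cut at about 30% in these data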;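 also: rise in fluorescence read as greater calcium sensitivity of cardiac thin filaments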
# SR-BI DiI-HDL act – enhances SR-BI lipid uptake from DiI-HDL. CHO ldlA[mSR-BI] cells, DiI-HDL uptake fluorescence, 3 h; 100 = double the neutral-control signal. hit rate 0.096% among 320,000. activation, % at 12.5 µM. AID 504775;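 active = mean replicate activation of at least 60% and every replicate at or above 60%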;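 also: 0% = median plate neutral-control signal and 100% = twice that signal; values of inactives mirror those of a sister screen read the other way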
#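 Assay system: CHO ldlA[mSR-BI] cells, LDL receptor-null, SR-BI overexpressing; medium: Ham's F12 with 0.5% BSA, HEPES 25 mM, pH 7.4; also added: DiI-HDL 10 µg/mL; timing: 3 h uptake period with compound, 37 °C; signal: DiI fluorescence, bottom read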
# CDK5 inh – blocks human CDK5/p35 kinase activity | Q00535+Q15078 | Recombinant CDK5/p35, ADP-Glo luminescence, 60 min | inhibition, % at 10 µM | hit rate 0.01% among 330,000 | AID 488839;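 active = highest replicate inhibition of at least 50% and at least 75% of replicates reaching 50%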;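 also: plate controls were DMSO neutral control for no effect and GW8510 at 10 µM for full effect; many of its hits are not listed in these tables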
# dFosB activator – mouse delta FosB homodimer activation | P13346 | purified delta FosB, TAMRA-CDK5 oligo fluorescence polarization; percent of positive-control signal above neutral wells | activation, % at 25 µM | hit rate 0.99% among 340,000 | AID 493131;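 active = mean activation above about 17%, with every replicate also reaching it, limit read from the data, passing the limit was not always enough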;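 also: fluorescence polarization rise as delta FosB binds a TAMRA Cdk5 AP-1 oligo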
# Target sequence (P13346 whole entry, looked up): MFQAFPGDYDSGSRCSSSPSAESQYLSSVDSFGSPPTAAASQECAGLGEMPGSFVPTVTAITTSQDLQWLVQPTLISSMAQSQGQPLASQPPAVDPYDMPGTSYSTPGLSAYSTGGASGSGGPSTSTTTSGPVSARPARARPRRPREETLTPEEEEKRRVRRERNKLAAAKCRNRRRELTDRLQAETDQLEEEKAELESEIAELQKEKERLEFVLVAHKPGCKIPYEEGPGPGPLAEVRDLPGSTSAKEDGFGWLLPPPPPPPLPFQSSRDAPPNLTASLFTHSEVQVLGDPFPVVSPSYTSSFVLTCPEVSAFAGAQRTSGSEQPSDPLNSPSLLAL
# MITF act – increases MITF-driven TRPM1 promoter luciferase signal | SK-MEL-5 TRPM1-promoter luciferase, 24 h; % of positive control, neutral wells = 0 | activation, % at 12.5 µM | hit rate 0.75% among 300,000 | AID 588334;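 active = mean activation of at least 80% with every replicate also reaching 80%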;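 also: 0% = neutral control wells and 100% = parthenolide positive control wells; values of inactives mirror those of a sister screen read the other way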
# Wnt act – activates Wnt/beta-catenin signaling in a reporter cell assay; activator, plate reader; activation, % at 9.35 µM; hit rate 1.2% among 300,000; AID 743398; in the data active = activation above about 30%, passing the limit was not always enough;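 also: 0% = neutral control wells and 100% = positive control wells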
# Starred values were filed as active, the others as inactive; / = no result given.
# Sample of the layout (11 entries):
no.	SMILES	HTR5A ag ctr	PvdQ acylase	SR-BI DiI inh	Rtt109 HAT inh	RTF Ca sens act	SR-BI DiI-HDL act	CDK5 inh	dFosB activator	MITF act	Wnt act
1	CCOC(=O)c1nc(C)n(-c2cc(OC)c(Cl)cc2Cl)n1	1	2	1	5	3	-1	0.2	-5	-6	0
2	O=C(NCc1cccc(F)c1)c1cccc2c1C(=O)c1ccc(N3CCC(Cc4ccccc4)CC3)cc1S2(=O)=O	7	0	27	-5	178*	-27	1.5	-6	8	/
3	Cc1ccccc1Nc1ncnc2c1cnn2C	2	-5	3	-11	-3	-3	0.1	2	5	-1
4	CN(C)/C=C1/N=C(c2ccccc2)OC1=O	2	4	-12	20	-5	12	-1.8	-1	/	0
5	CCOc1ccc(N/C=C/C(=O)c2ccc(OC)cc2)c([N+](=O)[O-])c1	2	0	5	11	1	-5	0.8	-3	98*	6
6	COc1ccc(NC(=O)CSc2nnc(Cc3cccn3C)n2CCc2ccccc2)c(OC)c1	-1	2	25	2	-4	-25	1.0	-7	-5	-3
7	Cc1ccccc1NC(=O)c1nnn(-c2ccc3c(c2)OCCO3)c1N	0	-23	43	19	21	-43	-2.9	5	86*	36*
8	COc1cc(/C=N/NC(=O)c2cc3c(ccc4ccccc43)o2)cc(OC)c1O	11*	-2	-17	-8	-1	17	-1.6	11	8	3
9	CCn1cc(CN2CCC(n3nccc3NC(=O)Cc3ccccc3)CC2)c(C)n1	0	-9	-2	1	1	2	0.1	-6	5	-1
10	Cn1nnnc1SCc1nnc(-c2ccccc2Br)o1	-4	-8	-12	6	0	12	-1.1	1	18	4
11	CSc1nc(Nc2ccc(Cl)cc2)c(C#N)c(=O)[nH]1	7	-12	-23	-8	-1	23	0.2	-4	/	8

# Results (from the top)
no.	SMILES	HTR5A ag ctr	PvdQ acylase	SR-BI DiI inh	Rtt109 HAT inh	RTF Ca sens act	SR-BI DiI-HDL act	CDK5 inh	dFosB activator	MITF act	Wnt act
1	CCOC(=O)c1nc(C)n(-c2cc(OC)c(Cl)cc2Cl)n1	1	2	1	5	3	-1	0.2	-5	-6	0
2	O=C(NCc1cccc(F)c1)c1cccc2c1C(=O)c1ccc(N3CCC(Cc4ccccc4)CC3)cc1S2(=O)=O	7	0	27	-5	178*	-27	1.5	-6	8	/
3	Cc1ccccc1Nc1ncnc2c1cnn2C	2	-5	3	-11	-3	-3	0.1	2	5	-1
4	CN(C)/C=C1/N=C(c2ccccc2)OC1=O	2	4	-12	20	-5	12	-1.8	-1	/	0
5	CCOc1ccc(N/C=C/C(=O)c2ccc(OC)cc2)c([N+](=O)[O-])c1	2	0	5	11	1	-5	0.8	-3	98*	6
6	COc1ccc(NC(=O)CSc2nnc(Cc3cccn3C)n2CCc2ccccc2)c(OC)c1	-1	2	25	2	-4	-25	1.0	-7	-5	-3
7	Cc1ccccc1NC(=O)c1nnn(-c2ccc3c(c2)OCCO3)c1N	0	-23	43	19	21	-43	-2.9	5	86*	36*
8	COc1cc(/C=N/NC(=O)c2cc3c(ccc4ccccc43)o2)cc(OC)c1O	11*	-2	-17	-8	-1	17	-1.6	11	8	3
9	CCn1cc(CN2CCC(n3nccc3NC(=O)Cc3ccccc3)CC2)c(C)n1	0	-9	-2	1	1	2	0.1	-6	5	-1
10	Cn1nnnc1SCc1nnc(-c2ccccc2Br)o1	-4	-8	-12	6	0	12	-1.1	1	18	4
11	CSc1nc(Nc2ccc(Cl)cc2)c(C#N)c(=O)[nH]1	7	-12	-23	-8	-1	23	0.2	-4	/	8
12	Cc1cccc(C(=O)Nc2ncc(CN3CCOCC3)s2)c1	7	-6	16	1	13	-16	-0.6	0	-8	-1
13	CC1CN(c2nc3c(c(=O)[nH]c(=O)n3C)n2Cc2ccccc2F)CC(C)O1 (stereo not given)	-4	-5	8	0	-7	-8	0.8	4	-3	1
14	Cc1ccc(C(=O)N2N=C(c3ccc(NS(C)(=O)=O)cc3)CC2c2cccs2)cc1 (stereo not given)	-2	-9	5	-1	-4	-5	-1.8	-5	-14	1
15	NC(=O)c1ccc(C(F)(F)F)n(Cc2ccc(Cl)cc2)c1=O	3	10	-5	-3	-7	5	0.1	-4	-10	/
16	CC(C)(C)NC(=O)NC(=O)COC(=O)C1CCN(S(=O)(=O)c2cccs2)CC1	-6	-10	-13	-11	5	13	0.0	-10	10	0
17	Cc1ccc(S(=O)(=O)c2nnn3c2nc(NCCCN2CCCC2=O)c2ccccc23)cc1C	5	-8	-12	6	-1	12	1.9	7	-6	0
18	COc1ccc2oc(C(=O)OCC(=O)N3CCCCC3C)c(C)c2c1 (stereo not given)	5	0	12	-4	-5	-12	0.3	-6	54	13
19	O=C(Cn1ccc([N+](=O)[O-])n1)c1ccccc1	1	-22	-12	2	-1	12	-1.3	-3	6	-3
20	COc1ccc(CCN(C)Cc2ccc(C(=O)Nc3ccccc3)cc2)cc1OC	5	7	7	1	-4	-7	-1.1	-12	1	-1
21	O=C(N/N=C/c1oc(O)c2ccccc12)c1ccccc1O	2	5	2	39	-1	-2	-0.1	0	-8	/
22	O=C(NNc1ccc([N+](=O)[O-])cc1)C12CC3CC(CC(C3)C1)C2	2	-14	-35	-6	1	35	1.1	-9	8	/
23	CN(C)C(=O)c1c(C(F)(F)F)nn(C)c1Cl	-1	-16	-8	1	-2	8	-1.3	2	8	-1
24	Cc1ccc(N2CCN(c3ccc(C)cc3)C2c2ccncc2)cc1	5	-8	-8	-6	-7	8	0.1	-10	-4	/
25	Cc1ccc(C(=O)ON=C2CCN(S(=O)(=O)c3ccccc3)CC2)cc1	1	-4	-28	-6	0	28	1.3	-2	10	-4

no.	SMILES	HTR5A ag ctr	PvdQ acylase	SR-BI DiI inh	Rtt109 HAT inh	RTF Ca sens act	SR-BI DiI-HDL act	CDK5 inh	dFosB activator	MITF act	Wnt act
26	CCCN1C(=O)S/C(=C\c2ccc(N3CCOCC3)o2)C1=O	2	-10	19	17	171*	-19	2.4	-6	52	2
27	COc1cc(C2CC(c3cccs3)=NN2C(=O)CCl)ccc1OC(F)F (stereo not given)	59*	-21	-2	-17	3	2	0.0	-8	-65	14
28	COc1ccc(N(CC(=O)N/N=C/c2ccc(OC)cc2OC)S(=O)(=O)c2ccccc2)cc1	1	-11	65	0	4	-65	-0.8	-16	-3	1
29	Nc1nc(NCc2ccco2)nc(N2CCCC2)c1[N+](=O)[O-]	-3	-8	-25	3	-2	25	-1.0	-3	-9	2
30	COc1ccc(N2CCN(Cc3nc(Cc4cccc(F)c4)no3)C(C)C2)cc1 (stereo not given)	0	-8	9	-1	-2	-9	-0.9	3	-19	-1
31	CCc1nc(N2CCN(C(=O)c3ccco3)CC2)c(C#N)c2c1COC(C)(C)C2	-8	7	31	39	-2	-31	-1.4	-8	9	-4
32	CCCOc1ccc(CNC(=O)CCC(=O)n2ncc3cc(C)ccc32)cc1	2	-10	-13	-8	1	13	0.4	-14	-4	1
33	CCOC(=O)c1c(CSc2ccc(CC)cc2)oc2ccc(O)c(CN(C)C)c12	6	-7	9	0	-9	-9	1.2	3	-40	-5
34	CC(=O)N1c2ccccc2C(=O)OC1c1cccnc1 (stereo not given)	-5	-19	-4	11	0	4	-0.2	1	10	/
35	CC(c1ccccn1)C(C)(O)C(C)c1ccccn1 (stereo not given)	1	-1	-4	-2	-9	4	0.4	2	2	0
36	O=C(CCc1nc2ccccc2[nH]1)Nc1ccccc1	1	-10	-14	-4	-3	14	-1.6	-2	/	0
37	CCOC(=O)N1CCC(NC(=O)C(Cc2ccccc2)NC(=O)C2CCCCC2)CC1 (stereo not given)	4	8	8	13	4	-8	-0.2	-2	/	/
38	CC(C)=NNC(=O)CN1C(=O)NC2NC(=O)NC21 (stereo not given)	0	-4	6	-1	7	-6	0.9	1	-6	0
39	O=C(/C=C/c1ccccc1)Oc1cccc(C(=S)N2CCOCC2)c1	-8	-9	-6	/	2	6	0.8	-19	-10	-2
40	CCOc1cccc(-c2cc(C(=O)NN)[nH]n2)c1	1	-6	9	5	-4	-9	-2.0	-5	-9	1
41	CCCN(CC(=O)c1cc(C)n(C)c1C)S(=O)(=O)c1cccc(C(F)(F)F)c1	2	6	18	0	-1	-18	-1.1	-14	-21	/
42	C/[N+]([O-])=C\CC(=O)c1ccc(-c2ccccc2)cc1	-1	2	-1	4	3	1	2.8	0	6	-1
43	CSCCC(NC(=O)COc1ccccc1)C(=O)N1CCN(c2ccccc2Cl)CC1 (stereo not given)	2	-11	26	1	1	-26	-1.8	-3	-1	-4
44	Cc1cc(C)nc(-n2nc(C)cc2NC(=O)COC(=O)CCC(=O)c2cccs2)n1	-1	-12	-16	-3	2	16	-1.5	-11	-5	-5
45	Cc1ccc(NC(=O)CN2CCc3cc4c(cc3C2C)OCCCO4)cc1C (stereo not given)	-1	7	12	5	-1	-12	/	0	-17	-1
46	O=C(CSc1ccc2nnc(-c3ccccn3)n2n1)Nc1ccc(F)cc1F	3	16	-11	-2	-2	11	-2.0	-8	2	-1
47	C=CCSc1nnc2c(n1)[nH]c1c(C)cccc12	5	-6	24	1	2	-24	0.9	-26	56	22
48	Cc1ccc(S(=O)(=O)N[C@H](C(=O)OCn2nnc3ccccc3c2=O)C(C)C)cc1	7	-16	-17	2	-1	17	2.5	-10	-9	/
49	Cc1cccc(C2=NOC(=O)/C2=C\c2ccccc2F)c1	-1	5	-6	-3	-4	6	0.9	3	-18	12
50	O=C1NCCN(Cc2ccoc2)C1CC(=O)N(CCO)Cc1ccccc1 (stereo not given)	-3	-13	-15	2	-7	15	0.0	-10	1	-2

no.	SMILES	HTR5A ag ctr	PvdQ acylase	SR-BI DiI inh	Rtt109 HAT inh	RTF Ca sens act	SR-BI DiI-HDL act	CDK5 inh	dFosB activator	MITF act	Wnt act
51	C=CCc1ccc(OCCCOc2ccc(C)c(C)c2)c(OC)c1	1	-14	-11	-6	-7	11	-0.7	-3	-5	/
52	CCOC(=O)CCC(NC(=O)CC(=O)NC(CCC(=O)OCC)C(=O)OCC)C(=O)OCC (stereo not given)	0	-6	-12	-1	5	12	2.6	0	2	-1
53	O=C(CN1CCN(c2ccccn2)CC1)Nc1cc(C(F)(F)F)ccc1Cl	-7	-23	-19	-7	-3	19	3.5	-5	-4	/
54	COCCCn1c(SCc2ccc(OC)cc2)nc2cc(OC)c(OC)cc2c1=N	3	-5	21	2	5	-21	-3.1	-8	21	/
55	COc1ccc(C2C3=C(CC(C)(C)CC3=O)Nc3c2c(=O)[nH]c(=O)n3Cc2ccccc2)cc1OC (stereo not given)	3	-4	-21	0	0	21	-0.2	-3	13	/

# Record cards, from the list above:
# Entry for CCOC(=O)c1c(CSc2ccc(CC)cc2)oc2ccc(O)c(CN(C)C)c12 : HTR5A ag ctr = 6; PvdQ acylase = -7; SR-BI DiI inh = 9; Rtt109 HAT inh = 0; RTF Ca sens act = -9; SR-BI DiI-HDL act = -9; CDK5 inh = 1.2; dFosB activator = 3; MITF act = -40; Wnt act = -5
# Entry for O=C(CN1CCN(c2ccccn2)CC1)Nc1cc(C(F)(F)F)ccc1Cl : HTR5A ag ctr = -7; PvdQ acylase = -23; SR-BI DiI inh = -19; Rtt109 HAT inh = -7; RTF Ca sens act = -3; SR-BI DiI-HDL act = 19; CDK5 inh = 3.5; dFosB activator = -5; MITF act = -4; Wnt act = /

# Assay outcomes from PubChem BioAssay.

# No enrichment for hits. Share with any hit: about 4.4%.
